Source: PubChem
PostGolgi yeast: phenotypic screen on post-Golgi transport, primary screen | inhibition, % at 10 µM | post-Golgi transport phenotypic cell assay | 98,000 tested, 0.9% active;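 also: yeast cells grown in 1536-well plates; yeast grown about 18 h at 30C before absorbance read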
hDAT+cocaine: changed hDAT dopamine uptake under cocaine IC80, either direction, primary screen, cocaine antagonist project, cell-based, LLC-PK1 hDAT, [14C]-dopamine uptake, MLSMR | Sodium-dependent dopamine transporter (Homo sapiens), Q01959 | LLC-PK1 hDAT cells, [14C]-dopamine uptake with cocaine IC80; actives deviate in either direction | B-score at 10 µM | 110,000 tested, 1.3% active | AID 449768, 2010;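 active = Z score or B-score, a plate-position-corrected score, falls beyond the plate's 99.7% confidence bounds, in either direction; inactive = both scores lie inside the 99.7% bounds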;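 also: scored against the spread of the other compound wells on the same plate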
Target sequence (Q01959 whole entry, looked up): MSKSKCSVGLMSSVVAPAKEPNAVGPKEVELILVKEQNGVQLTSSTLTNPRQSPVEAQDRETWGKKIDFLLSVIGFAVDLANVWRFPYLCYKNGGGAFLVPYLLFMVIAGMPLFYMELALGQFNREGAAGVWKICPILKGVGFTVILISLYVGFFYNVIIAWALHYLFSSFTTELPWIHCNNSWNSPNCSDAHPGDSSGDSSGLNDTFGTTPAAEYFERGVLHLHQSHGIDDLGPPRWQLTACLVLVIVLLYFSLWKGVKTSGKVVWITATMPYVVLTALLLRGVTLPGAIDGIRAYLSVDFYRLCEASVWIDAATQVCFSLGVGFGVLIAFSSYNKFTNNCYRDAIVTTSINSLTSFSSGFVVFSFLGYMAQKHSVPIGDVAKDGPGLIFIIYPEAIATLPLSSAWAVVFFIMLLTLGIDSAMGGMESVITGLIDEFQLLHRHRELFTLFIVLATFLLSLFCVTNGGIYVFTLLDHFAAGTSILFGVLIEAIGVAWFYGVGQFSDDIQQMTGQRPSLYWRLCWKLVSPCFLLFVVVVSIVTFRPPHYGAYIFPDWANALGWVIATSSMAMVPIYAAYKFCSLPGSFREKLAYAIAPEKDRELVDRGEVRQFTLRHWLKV
S1P2 antag: human S1P2 receptor antagonists, primary screen, cell-based; Sphingosine 1-phosphate receptor 2 (Homo sapiens), O95136; cell-based S1P2 antagonist assay, inhibition at 5 uM; inhibition, % at 5 µM; 97,000 tested, 0.21% active; in the data active = inhibition above about 45%;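 also: CRE beta-lactamase reporter cells expressing human S1P2 stimulated with S1P; 0% = agonist at EC80 alone and 100% = agonist plus reference antagonist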
Target sequence (O95136 whole entry, looked up): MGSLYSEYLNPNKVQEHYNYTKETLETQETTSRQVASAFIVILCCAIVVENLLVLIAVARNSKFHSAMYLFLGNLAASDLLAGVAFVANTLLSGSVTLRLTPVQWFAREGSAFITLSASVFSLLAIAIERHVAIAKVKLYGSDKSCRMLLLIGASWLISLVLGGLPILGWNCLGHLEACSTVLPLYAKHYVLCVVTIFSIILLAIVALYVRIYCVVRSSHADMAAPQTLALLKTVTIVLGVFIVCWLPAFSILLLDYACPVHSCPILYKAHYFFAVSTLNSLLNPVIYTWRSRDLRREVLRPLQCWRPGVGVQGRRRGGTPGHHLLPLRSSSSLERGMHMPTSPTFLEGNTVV
HUVEC inhibit: inhibitors of HUVEC proliferation, primary screen, cell-based, 384-well; 86,000 tested, 1.1% active; viability, % at 10 µM (by protocol); CellTiter-Glo luminescence, 72 h; stronger effect = lower value; AID 648, 2007;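 active = viability at or below 30%; inactive = viability above 30%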;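 also: 100% = median luminescence of DMSO-only cell control wells on each plate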
Ecoli WT expand: growth inhibitors of wild-type E. coli, primary screen, strain BW25113, expanded library, OD600 | OD600 absorbance | growth inhibition, % at 100 µM | 98,000 tested, 0.15% active;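 active = growth inhibition above about 50% at one test dose, limit read from the data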;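 also: growth measured after 20 h incubation at 37 °C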
H69AR inhibit: proliferation blockers of H69AR lung cancer cells, primary screen, cell-based, human, 86K library. viability, % at 10 µM. H69AR lung tumor viability, ATP luminescence, 72 h; stronger effect = lower value. 85,000 tested, 6% active;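 active = viability at or below 40%; inactive = viability above 40%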;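 also: multidrug resistant small cell line overexpressing MRP-1 efflux transporter; 100% = mean luminescence of untreated control wells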
PostGolgi ctrl: growth inhibition of yeast control strain, primary screen, counter-screen for post-Golgi transport modulator project; inhibition, % at 10 µM; AID 738, 2007; efflux-deficient yeast background strain, growth absorbance A615, 16 h; 98,000 tested, 5% active
S1P2 agonist: S1P2 receptor agonists, primary screen, cell-based. Sphingosine 1-phosphate receptor 2 (Homo sapiens), O95136. S1P2-expressing cell line, agonist reporter read-out. activation, % at 4.5 µM. 97,000 tested, 0.46% active. AID 729, 2007; in the data active = activation above about 16%;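 also: 0% = vehicle low control and 100% = maximal reference agonist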
Lung fibro prol: antiproliferative effect on LL 47 fibroblasts – human, LL 47 cells, CellTiter-Glo luminescence, primary screen; LL 47 human lung fibroblast viability, ATP luminescence; stronger effect = lower value; viability, % at 10 µM; 85,000 tested, 1.1% active; AID 719, 2007;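 active = viability at or below 50% in the single dose screen; inactive = viability above 50%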;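 also: compound exposure lasted 72 h before the ATP readout; 100% = median luminescence of untreated cell-only wells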
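Test system: LL 47 human lung fibroblasts; Quantity: 1,150 cells/well; Buffer or medium: IMEM plus 15% FBS; Dosing: tenfold compound dosing solution, DMSO at 0.1%; Timing: overnight cell rest, 72 h compound treatment at 37 °C; Detection: ATP-based CellTiter-Glo luminescent readout; Read-out basis: viability percentage against median untreated-cell control; Controls: cell-only wells, no compound.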
Active calls of the source: *; nt = not tested or not shown. Rule as the data show it, unless noted: active = inhibition above about 30%; inactive = the rest. Compounds were not picked by outcome. Share with any hit: about 11%.

The opening 7 records, to show the layout:
SMILES	PostGolgi yeast	hDAT+cocaine	S1P2 antag	HUVEC inhibit	Ecoli WT expand	H69AR inhibit	PostGolgi ctrl	S1P2 agonist	Lung fibro prol
Cc1cc(Nc2ccc(F)cc2Cl)n2ncnc2n1	0	-1	nt	98	8	87	-3	nt	93
CCOC(=O)c1cc2sccc2n1CC(=O)N1CCc2ccccc21	3	0.3	2	79	-5	72	0	3	89
CCCc1cc(=O)n2[nH]c(SCc3ccccc3)nc2n1	5	-0.22	19	94	-9	80	6	-7	102
Cc1cc(C(=O)COC(=O)c2cccs2)c(C)n1-c1c(C)n(C)n(-c2ccccc2)c1=O	-1	0.73	3	105	-8	104	12	-3	108
C=CCN(C(=O)c1cccc(S(=O)(=O)N2CCN(C)CC2)c1)c1nc(-c2ccccc2)cs1	35*	0.73	-6	nt	1	nt	22	2	nt
O=C(Nc1ccccc1)c1ccc(NCc2cccnc2)c(S(=O)(=O)N2CCOCC2)c1	3	-8*	-12	103	-14	74	4	-2	102
Cc1ccc(C)c(Cn2cnc3c(cnn3C(C)(C)C)c2=O)c1	1	-0.028	13	113	7	94	21	-1	nt

All compounds of this part, previewed entries included:
SMILES	PostGolgi yeast	hDAT+cocaine	S1P2 antag	HUVEC inhibit	Ecoli WT expand	H69AR inhibit	PostGolgi ctrl	S1P2 agonist	Lung fibro prol
Cc1cc(Nc2ccc(F)cc2Cl)n2ncnc2n1	0	-1	nt	98	8	87	-3	nt	93
CCOC(=O)c1cc2sccc2n1CC(=O)N1CCc2ccccc21	3	0.3	2	79	-5	72	0	3	89
CCCc1cc(=O)n2[nH]c(SCc3ccccc3)nc2n1	5	-0.22	19	94	-9	80	6	-7	102
Cc1cc(C(=O)COC(=O)c2cccs2)c(C)n1-c1c(C)n(C)n(-c2ccccc2)c1=O	-1	0.73	3	105	-8	104	12	-3	108
C=CCN(C(=O)c1cccc(S(=O)(=O)N2CCN(C)CC2)c1)c1nc(-c2ccccc2)cs1	35*	0.73	-6	nt	1	nt	22	2	nt
O=C(Nc1ccccc1)c1ccc(NCc2cccnc2)c(S(=O)(=O)N2CCOCC2)c1	3	-8*	-12	103	-14	74	4	-2	102
Cc1ccc(C)c(Cn2cnc3c(cnn3C(C)(C)C)c2=O)c1	1	-0.028	13	113	7	94	21	-1	nt
Nc1nnc(SCc2ccc3c(c2)OCO3)s1	-1	0.023	-2	79	10	96	-4	-1	97
CCOc1ccc(NC(=O)c2oc3ccccc3c2NC(=O)CC)cc1	4	nt	-7	100	-7	64	12	-2	93
CC(O)c1nc2ccc(Cc3ccc4nc(C(C)O)[nH]c4c3)cc2[nH]1 (configuration not stated)	-7	-0.038	3	93	1	90	3	2	96
COCCOC(=O)c1[nH]c2c(c1C)C(=O)CC(c1ccc(N(C)C)cc1)C2 (configuration not stated)	0	1.1	16	87	-6	87	4	-4	89
CC(C)(C)c1ccc(CN2N=Nc3ccccc3S2(=O)=O)cc1	-6	-0.46	1	9.6*	13	0.7*	18	-5	17*
Cc1cc(NC(=O)COC(=O)COc2ccc3c(c2)CCC3)no1	-1	-0.047	nt	89	2	94	7	nt	102
CCOC(=O)C1CCCN(S(=O)(=O)c2ccc(F)c(C(=O)Nc3ccc(F)c(F)c3)c2)C1 (configuration not stated)	18	-0.0017	-7	87	-3	96	15	-6	101
COC(=O)C(CCSC)NC(=O)C(NC(=O)C1CCC(C)CC1)C(C)C (configuration not stated)	0	0.34	12	98	-1	100	-1	2	105
Cc1ccc(S(=O)(=O)N(CC(=O)NCc2ccco2)C2CCCCC2)cc1	nt	0.39	-15	89	nt	95	nt	-3	100
Cc1nc2cc(-c3cccc(F)c3)nn2c(C)c1CCC(=O)N1CCN(c2ccccn2)CC1	nt	0.92	nt	79	nt	87	nt	nt	105
CC(=O)NC1CCC(C(=O)O)(c2ccccc2)C1 (configuration not stated)	-1	-0.25	12	92	2	98	8	-3	97
O=c1oc(-c2ccco2)nc2c1cnn2-c1ccccc1	-6	0.41	4	91	-4	90	16	-3	103
O=C(CSc1nc(N2CCCCC2)nc(N2CCCCC2)n1)N1CCc2ccccc21	-2	-0.085	-3	94	10	82	7	-5	99
CC(C)OCC(O)CN1CCN(CC(O)COc2ccc3c(c2)OCO3)CC1 (configuration not stated)	11	0.28	1	93	-4	99	3	-3	95
CSc1nncc(/C(C)=N\Nc2ccccc2)n1	7	0.84	-14	nt	-2	nt	1	-6	nt
C=CCn1c(C)cc(C(=O)CSc2n[nH]c(N)n2)c1C	-2	-0.76	1	92	-1	91	3	-6	99
COc1cc(OC)cc(-n2nnnc2SCC(=O)Nc2nc3c(s2)CCCC3)c1	4	-2	-1	76	1	88	14	-10	109
Cc1ccc(NC(=O)c2ccc(-c3nn(C)c(=O)c4ccccc34)cc2)cc1	3	0.84	-6	67	-3	35*	-3	-1	106
Following part.
SMILES	PostGolgi yeast	hDAT+cocaine	S1P2 antag	HUVEC inhibit	Ecoli WT expand	H69AR inhibit	PostGolgi ctrl	S1P2 agonist	Lung fibro prol
Cc1nnc(SCC(=O)NC2CC2)n1CCc1ccccc1	-10	-0.6	7	106	1	93	-4	0	91
CCCNC(=O)c1ccc2c(c1)ncn2-c1ccccc1OC	4	0.47	nt	101	5	80	5	nt	104
O=C(COC(=O)C1CCC1)Nc1ccc(Oc2ccccc2)cc1	0	-0.33	-16	nt	14	nt	-5	-3	nt
CC1(C)CC(=O)C2=C(C1)Nc1cc3c(cc1C2c1ccc2c(c1)OCO2)OCO3 (configuration not stated)	-5	0.23	17	76	-9	76	10	-2	83
O=c1[nH]c2ccc(S(=O)(=O)Nc3ccc(-c4nnc5n4CCCCC5)cc3)cc2o1	0	-0.67	15	98	5	83	0	-4	nt
CC1(C)C2([N+](=O)[O-])CN3CC1([N+](=O)[O-])CN(C2)C31CCCC1	0	-0.063	21	nt	-5	nt	-2	-8	nt
O=C(Cc1ccccc1)NC1CCN(C(=O)NCc2ccccc2)CC1	1	0.78	-13	97	8	96	7	-4	105
CCOC(=O)c1c(-c2cccc(C)c2)csc1NC(=O)c1c(-c2ccccc2)noc1C	-4	-0.67	4	nt	-6	nt	4	3	nt
COc1cccc(C(=O)Nc2nc(C)cs2)c1	8	-0.15	0	88	14	91	0	-7	95
CCOc1ccc(C(=O)OCC(=O)NCc2ccco2)cc1OCC	-5	0.63	-2	100	-3	78	-2	-3	99
O=C(Nc1ccc2c(c1)ncn2-c1ccccc1)c1ccco1	3	0.4	-12	112	6	92	-4	-1	90
COc1ccc(S(=O)(=O)N2CCN(c3cccc(C)c3C)CC2)cc1	-10	-0.35	0	98	-15	98	35*	-8	97
CC1=NN(Cc2ccccc2)C(=O)/C1=C/c1ccc(N(C)C)cc1	6	0.18	14	nt	-10	nt	-7	-9	nt
CCCn1cc(C(CC(=O)O)C(=O)O)c2ccccc21 (configuration not stated)	0	-1.6	0	96	9	89	-1	0	104
CC(C)c1ccccc1NC(=O)c1cccc(NC(=O)c2ccccc2)c1	-5	-0.034	-1	80	-15	87	8	-4	95
C=CCN1C(=NC(=O)CCCC(=O)O)SC2CS(=O)(=O)CC21 (configuration not stated)	3	0.45	0	93	3	nt	0	-10	93
Cc1ccnc2nc(C(=O)NC3=NCCS3)nn12	-3	-0.5	1	85	6	95	0	-11	92
CCCC(=O)NC1=C(C#N)C2(CCCCC2)Cc2ccccc21	-5	-1	-31	85	-1	83	3	1	92
CC1CCCC(C(=O)O)N1C(=O)CCSC(=O)c1ccccc1 (configuration not stated)	2	-1.9	1	99	-2	96	-1	-6	102
O=C(NC1CCS(=O)(=O)C1)OC1CCCCC1 (configuration not stated)	8	-0.3	-8	101	-1	108	10	-5	103
Cc1ccc(/C(O)=C2\C(=O)C(=O)N(CCCN(C)C)C2c2ccccn2)cc1 (configuration not stated)	nt	nt	5	101	nt	99	nt	-4	103
Cc1ccc(N2C(=O)c3ccc(C(=O)O)cc3C2=O)cc1C	-7	-0.67	16	92	-6	97	-5	0	101
COc1ccccc1C1/C(=C(/O)c2ccc(C)cc2)C(=O)C(=O)N1CC(C)O (configuration not stated)	-14	-0.79	14	89	1	73	4	-9	101
O=C(NNc1cccc(Cl)n1)Nc1ccccc1	9	-1.6	8	nt	5	nt	7	-5	nt
O=C(Cn1cnc2ccc(Cl)cc2c1=O)c1cccs1	-3	-0.087	17	nt	3	nt	-4	-6	nt

Looked up above:
S1P2 agonist with CSc1nncc(/C(C)=N\Nc2ccccc2)n1 is entered as -6
PostGolgi ctrl with Cc1ccc(NC(=O)c2ccc(-c3nn(C)c(=O)c4ccccc34)cc2)cc1 is entered as -3
Ecoli WT expand with CCCc1cc(=O)n2[nH]c(SCc3ccccc3)nc2n1 is entered as -9
PostGolgi ctrl with COC(=O)C(CCSC)NC(=O)C(NC(=O)C1CCC(C)CC1)C(C)C (configuration not stated) is entered as -1
hDAT+cocaine with Cc1nnc(SCC(=O)NC2CC2)n1CCc1ccccc1 is entered as -0.6
hDAT+cocaine with CC1=NN(Cc2ccccc2)C(=O)/C1=C/c1ccc(N(C)C)cc1 is entered as 0.18

Other results:
SMILES	PostGolgi yeast	hDAT+cocaine	S1P2 antag	HUVEC inhibit	Ecoli WT expand	H69AR inhibit	PostGolgi ctrl	S1P2 agonist	Lung fibro prol
O=C(c1ccco1)N1CCN(Cc2nc3ccccc3c(=O)n2-c2ccc(F)cc2)CC1	-4	-0.82	0	99	-3	90	16	-4	104
Cc1nn(C)cc1/C=N/n1nnnc1N	-1	1.1	11	94	10	93	1	-7	92
CC(=O)Nc1ccc(C2NC(=O)c3ccccc3O2)cc1 (configuration not stated)	22	-0.018	12	87	1	87	-6	-2	99
CSc1nc(SCCO)c2sc3nc(-c4ccco4)c4c(c3c2n1)CC(C)(C)OC4	2	nt	-18	nt	-19	nt	15	7	nt
COc1cccc(C(=O)Nc2ccc(Cl)c(C(F)(F)F)c2)c1	1	0.37	-2	nt	14	nt	22	-2	nt
CC1=C(C(N)=O)C(c2cccnc2)n2nc(-c3cccc(C)c3)nc2N1 (configuration not stated)	4	-0.36	20	88	-1	81	9	-6	96
C=CCOc1ccc(CNn2cn[nH]c2=S)cc1	-5	0.012	-14	nt	1	nt	13	-2	nt
O=C(CCCN1C(=O)c2ccccc2C1=O)Nc1nncs1	-7	-0.4	nt	97	-1	101	0	nt	102
Cc1cn(C(=O)c2ccccc2)c(=S)n1-c1ccc(Cl)cc1	nt	-0.0055	-5	79	nt	85	nt	-5	97
COc1ccc(C)cc1-n1nnnc1SCc1nc2ccccc2s1	-2	nt	-17	89	-25	74	35*	0	91
O=C1c2oc3ccccc3c(=O)c2C(c2cccs2)N1CCCN1CCOCC1 (configuration not stated)	1	-0.0054	-9	99	-5	96	1	-8	97
CCCOc1ccc(N2C(=O)CC(N3CCC(c4nncn4CC)CC3)C2=O)cc1 (configuration not stated)	-11	-0.8	-13	95	4	95	22	-4	101
CC(C)Sc1nc(N)c2c3c(sc2n1)CN(C)CC3	15	nt	nt	87	7	88	2	nt	106
